# BL2 CD40 inh: CD40 pathway inhibition in BL2 cells; BL2 NF-kB luciferase reporter, CD40L-induced, 4 h; 0.94% of 83,000 active; AID 1053188; inhibition, % at 10 µM;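 active = mean inhibition of at least 50% with a set share of replicates also reaching that level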;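 note: 0% = neutral control wells and 100% = IKK inhibitor VII at 50 µM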
# An asterisk follows results filed as active; & = joins results of further samples; [ ] = remark or other dose.
structure	BL2 CD40 inh
CN(C)c1ccc(C=NNc2nc3c([nH]2)c(=O)n(C)c(=O)n3C)cc1	-4.7
CO[C@@H](CN(C)C(=O)c1ccc2c(c1)OCO2)[C@@H](C)CN([C@H](C)CO)S(=O)(=O)c1ccc(Cl)cc1	-7.1[25 µM]
CCN1CCN(C(=O)CCc2nnc3ccc(N4CCC5(CC4)OCCO5)nn23)CC1	8.7
CCCCNC(=O)Nc1cnn(CC)c1C(N)=O	8.0
C[C@H]1CN(C)C(=O)c2cc(N)ccc2O[C@@H]1CN(C)C	7.1
Cc1ccc(S(=O)(=O)N2CCOCC2)cc1NC(=O)COC(=O)CCC(=O)c1ccc(F)cc1	13.1
CC(C)NC(=O)N1[C@H](CO)[C@H](c2ccccc2)[C@@H]1CNCc1ccccc1	22.6[25 µM]
NC(=O)C(c1ccccc1)c1ccc(C(=O)c2ccccc2)cc1 (stereo unspecified)	16.1
COc1ccc(NC(=O)c2cc(C3CCCCN3C(=O)c3cc(OC)c(C)c(OC)c3)on2)c(C)c1 (stereo unspecified)	6.0
COc1ccc(COC(=O)C2CCN(S(=O)(=O)c3ccc(F)cc3)CC2)cc1	-0.6
CN(Cc1ccc(OC(F)F)cc1)C(=O)c1ccc2c(=O)n3c(nc2c1)CCC3	-1.5
Cc1cc(Sc2nnc(/N=C/N(C)C)s2)c2ccccc2n1	83.6*
CN(C)S(=O)(=O)c1ccc(N2CCCC2)c(C(=O)NNC(=O)COc2ccccc2Cl)c1	4.7
CCN(CC)CCN1C(=O)C(=O)/C(=C(/O)c2c(C)[nH]c(C(=O)OC)c2C)C1c1cccnc1 (stereo unspecified)	-3.0
Cc1ccc(C)c(S(=O)(=O)N/N=C/c2ccc(F)cc2)c1	-1.3
CCOc1ccccc1N1CCN(C(=O)[C@@H]2CCCN2C2=NS(=O)(=O)c3ccccc32)CC1	-6.0
CCCNC(=O)N1[C@H](CO)[C@@H]2c3ccccc3N(C)C[C@@H]21	-1.9[25 µM]
C/C=C/c1ccc(C2[C@H]3CNC[C@@H]2N3C(=O)Nc2cc(F)ccc2F)cc1 (stereo partly specified)	-1.0&-4.4
Cc1cc2ncc(Cl)nc2cc1C	-4.7
O=C(Nc1ccc(Cl)cc1Cl)N1CCN(c2ncccn2)CC1	-16.9
CCn1cc(/C=N/NC(=O)COc2cccc3cccnc23)c2ccccc21	2.7
Cc1ccc(-c2ccc([C@@H]3[C@@H](CO)N4CCCCN(Cc5cncnc5)C[C@@H]34)cc2)cc1	-27.7[25 µM]
COc1ccc(S(=O)(=O)N2C[C@H](O)COC[C@@H]3O[C@H](CC(=O)N[C@H]4CCN(Cc5ccccc5)C4)CC[C@H]32)cc1	5.0[25 µM]
CCCc1nnc(NC(=O)CC(=O)Nc2ccccc2C(=O)O)s1	26.6
COc1cc(CNCCc2c[nH]c3ccccc23)cc(Cl)c1OCC(N)=O	46.7*
O=C(Nc1ccccc1F)N1C[C@H]2[C@@H](c3ccccc31)[C@@H](CO)N2C(=O)C1CCOCC1	-49.3
CCCc1ncc(C(=O)c2ccc(OC)cc2)n1C	-26.0
Cc1cc(C(=O)N/N=C/c2ccc(C)o2)c2ccccc2n1	6.2
COCCn1c(SCCCc2ccccc2)nc2c1c(=O)[nH]c(=O)n2C	12.6
CC(C)c1cccc(C(C)C)c1NC(=O)COC(=O)C1CCC1	11.3

# A few values from above:
# Entry for Cc1cc2ncc(Cl)nc2cc1C under BL2 CD40 inh: -4.7
# Entry for COc1ccc(COC(=O)C2CCN(S(=O)(=O)c3ccc(F)cc3)CC2)cc1 under BL2 CD40 inh: -0.6
# Entry for CCCNC(=O)N1[C@H](CO)[C@@H]2c3ccccc3N(C)C[C@@H]21 under BL2 CD40 inh: -1.9[25 µM]

# The listing picks up; the 2 compounds before the break are reprinted first.
structure	BL2 CD40 inh
COCCn1c(SCCCc2ccccc2)nc2c1c(=O)[nH]c(=O)n2C	12.6
CC(C)c1cccc(C(C)C)c1NC(=O)COC(=O)C1CCC1	11.3
CCOc1cc(N2CCOCC2)c(OCC)cc1NC(=O)CN1C(=O)NC2(CCCCC2C)C1=O (stereo unspecified)	9.0
NC1=NC2=C(CCCC2)C2(CCCCC2)S1	7.8
O=C(NCC[C@H]1CC[C@H](NS(=O)(=O)c2ccc(F)cc2)[C@@H](CO)O1)c1ccc2c(c1)OCO2	15.0[25 µM]
CC1CCN(S(=O)(=O)N2CCC(C(=O)NCCC3=CCCCC3)CC2)CC1	3.1
Cc1cccc(-n2nnc3c(=O)n(CC(=O)Nc4cc(C)on4)cnc32)c1	6.6
COc1ccc(CC(=O)Nc2ccc(S(=O)(=O)NCC3CCCO3)cc2)cc1 (stereo unspecified)	25.9
O=C(COc1ncnc2cc([N+](=O)[O-])ccc12)NCCc1ccc(Cl)cc1	2.4
CN(Cc1ccccc1)C(=O)COC(=O)c1ccc2c(c1)OCO2	-16.1
OC(c1ccccn1)(c1ccccn1)c1ccccn1	1.6
CN1C(=O)CSc2ccc(C(=O)O)cc21	11.0
O=C(C[C@@H]1CC[C@H](NC(=O)c2ccc3c(c2)OCO3)[C@@H](CO)O1)NCc1ccc(Oc2ccccc2)cc1	-7.2[25 µM]
CCn1c(=O)n(CC)c2cc(S(N)(=O)=O)c(C)cc21	13.2
O=C(CN1C(=O)c2ccccc2S1(=O)=O)Nc1ccccc1C(=O)NCc1ccco1	0.7
Cc1ccc(C(=O)O)cc1NC(=O)c1cccs1	1.5
C=CCn1c(SCC(=O)NC2CCCCC2)nc2ccccc2c1=O	12.8
Cc1cccc(C)c1NC(=O)CN(C)C(=O)CC1Sc2ccccc2NC1=O (stereo unspecified)	-6.0
O=C(CN1C(=O)NC2(CCOc3ccccc32)C1=O)c1ccc(Cl)cc1 (stereo unspecified)	1.3
CC1(C)CC2CC(C)(CN2C(=O)COc2cccc3ccccc23)C1 (stereo unspecified)	8.6
COc1ccc(C[C@H]2CCn3cc(nn3)COCCCNC2=O)cc1	-8.4[25 µM]
Cc1cc(C)cc(N(CCC#N)C(=O)CSc2n[nH]c(N)n2)c1	-6.6
O=C(Nc1ccccc1F)N1CCCCN2[C@H](CO)[C@H](c3ccc(C#Cc4cccnc4)cc3)[C@@H]2C1	-5.0[25 µM]
COc1ccccc1-c1ccc2c(c1)[C@@H]1[C@@H](CCN1C(=O)c1ccc3c(c1)OCO3)[C@H](CO)N2	-6.7[25 µM]
O=S1(=O)CCN(Cc2ccncc2)CC1	9.6
Cc1ccc(C)c(OCCC(=O)NNC(=O)c2ccccc2)c1	-5.0
O=C(Nc1ccc(F)cc1)c1ccccc1NC(=O)C1CC=CCC1C(=O)O (stereo unspecified)	1.6
Cc1ccc2ccccc2c1COC(=O)c1nonc1N	7.1
CO[C@H](CN(C)C(=O)c1cnccn1)[C@@H](C)CN([C@H](C)CO)S(=O)(=O)c1ccccc1	7.9[25 µM]
O=C(c1cc2ccccc2o1)N1CCN(c2ncccn2)CC1	-7.2
CCN(CC)C(=O)COc1ccc2oc(C)c(C(=O)OC)c2c1	14.4
O=C(NC1CCCCCC1)c1ccc(CN2CCOCC2)cc1	-27.2
O=C(c1cc2nc(-c3ccco3)cc(C(F)(F)F)n2n1)N1CCCCCC1	-13.5
COc1ccc(C(=O)CN2C(=O)NC3(CCCCC3)C2=O)cc1OC	21.7
CNC[C@@H]1Oc2cc(C#Cc3ccccc3OC)ccc2S(=O)(=O)N([C@@H](C)CO)C[C@H]1C	-0.4[25 µM]
CC(=O)Nc1ccc(NC(=O)COC(=O)C2c3ccccc3Oc3ccccc32)cc1	14.2
C[C@H](CO)N1C[C@H](C)[C@@H](CN(C)C(=O)NC2CCCC2)Oc2cc(-c3cncnc3)ccc2S1(=O)=O	-12.0[25 µM]
O=C(Nc1ccccc1C(=O)N1CCN(c2ccccc2)CC1)c1ccco1	-3.3
CCn1cc([N+](=O)[O-])c(C(=O)N2CCN(C(=O)c3ccco3)CC2)n1	1.2
Cc1ccc(C(=O)N2CC=C(c3ccccc3)CC2)o1	-1.1
O=C1CC(C(=O)Nc2cc(Cl)ccc2Cl)n2ncnc2N1 (stereo unspecified)	5.5
COc1cc(/C=N/NC(N)=O)ccc1OCC(=O)N1C(C)CCCC1C (stereo unspecified)	13.4
Cc1ccc(S(=O)(=O)N(CC(=O)c2ccccc2)C(=O)N2CCN(C)CC2)cc1	-14.6
Cc1nc2ccc(NC(=O)Cc3ccsc3)cc2s1	-78.8
CCCN(CC(=O)Nc1ccccc1OC)C(=O)CCNC(=O)c1ccccc1OC	-12.3
O=C(C[C@@H]1CC[C@H](NS(=O)(=O)c2ccccc2F)[C@@H](CO)O1)NCCCN1CCOCC1	-2.4[25 µM]
CC(C)C#Cc1ccc([C@@H]2[C@@H](CO)N(C(=O)c3cccc(F)c3)[C@H]2C#N)cc1	9.6[25 µM]
O=C(NCc1cccs1)C1CC(=O)N(c2ccc(F)cc2)C1 (stereo unspecified)	4.2
COc1ccc(NC(=O)CSc2nnc3ccc(-c4ccccn4)nn23)cc1	9.7
Cc1cc(S(=O)(=O)Nc2ccc3ccccc3c2)c(C)s1	21.9
C=C(C)Cn1c(SCC)nc2ccccc2c1=O	6.1
Cc1cc(C)n2nc(SC3CCCCN(C(=O)c4ccc(F)cc4)C3=O)nc2n1 (stereo unspecified)	-0.1
Cc1nn(Cc2ccccc2)c(C)c1NC(=O)c1cc(-c2ccc3c(c2)OCO3)on1	3.9
CC(C)CNC(=O)c1cnn2c(C(F)(F)F)cc(C(F)(F)F)nc12	6.7
Cc1cccc(Nc2nnc(SC(C)C(=O)NC3CC3)s2)c1 (stereo unspecified)	-12.8
Cn1c(=O)c2[nH]c(CCCCCc3nc4ccccc4[nH]3)nc2n(C)c1=O	0.7
COc1ccc(N2CCN(Cc3nc4ccccc4c(=O)[nH]3)CC2)cc1	0.7
COc1ccccc1NC(C)C(=O)N/N=C/c1cccs1 (stereo unspecified)	9.3
COc1ccc(CC(=O)OCC(=O)NCc2ccco2)cc1	5.1
O=S(=O)(Nc1cc(C(F)(F)F)ccc1N1CCOCC1)c1ccc2ccccc2c1	11.6
CC(OC(=O)c1ccncc1)C(=O)Nc1ccc([N+](=O)[O-])cc1Cl (stereo unspecified)	0.1
Cc1ccc(S(=O)(=O)N2CCN(C(=O)c3ccccc3OCc3c(C)noc3C)CC2)cc1C	15.5

# Continuation.
structure	BL2 CD40 inh
O=C(CCN1CCCCC1)c1ccc2c(c1)OCO2	-2.2
Cc1cc(C)c(NC(=O)NC(=O)C(Cl)(Cl)Cl)c(C)c1	19.9
O=C(CCCOc1ccc(Cl)cc1Cl)NC(Cc1ccccc1)C(=O)O (stereo unspecified)	4.3
c1ccc(-c2nc(NCCCN3CCOCC3)c3ccccc3n2)cc1	-15.8
CCS(=O)(=O)c1ccc(N)cc1	0.2
CC(=O)Nc1cccc(C)c1	8.5
Cc1ccc(S(=O)(=O)Nc2ccc3c(c2)CC(=O)N([C@@H](C)CO)C[C@@H](C)[C@@H](CN(C)Cc2ccc(C(=O)Nc4ccccc4N)cc2)O3)cc1	-77.6
C/C(=N\NC(=O)c1cccc(S(=O)(=O)N2CCCC2)c1)c1ccccc1F	-27.5
CCNC(=O)c1cc2c(c(-c3cccc(-c4ccccc4F)c3)n1)[C@@H](CCO)N(C(=O)CC)C2	3.3
CC(=O)Nc1ccc(C(=O)CN2C(=O)NC3(CCCCCC3)C2=O)c(F)c1	12.1
CCCCn1c(N)c(N(CC)C(=O)c2ccc(N(C)S(=O)(=O)c3ccc(C)cc3)cc2)c(=O)[nH]c1=O	3.9
COc1ccc(C#Cc2ccc3c(c2)[C@H]2[C@H](CCN2C(=O)Nc2ccc(C(F)(F)F)cc2)[C@@H](CO)N3C)cc1	-6.9[25 µM]
O=C(Nc1ccc(F)cc1)N1CCCCN2[C@@H](CO)[C@H](c3ccc(C#Cc4ccccc4)cc3)[C@@H]2C1	24.5
O=C(NCCN1CCOCC1)c1cccc(S(=O)(=O)NCc2ccccc2)c1	2.9
O=C(Cc1c[nH]c2ccccc12)NC1(C(=O)NC2CCCC2)CCCCC1	11.7
CN1CCCCN2[C@H](C1)[C@@H](c1ccc(/C=C/c3ccccc3)cc1)[C@@H]2CO	-17.0[25 µM]
N#C[C@H]1[C@H](c2ccc(-c3ccccc3F)cc2)[C@H](CO)N1C(=O)Cc1ccccc1	5.4[25 µM]
CSCCC(NC(=O)COc1ccccc1)C(=O)OCc1ccc(Cl)cc1 (stereo unspecified)	3.2
CN(C)C(=O)c1cccc(-c2ccccc2[C@@H]2[C@@H](C#N)N(C(=O)C3CCCCC3)[C@H]2CO)c1	-6.7[25 µM]
O=C(CCNC(=O)c1ccccc1)NNC(=O)c1ccc(F)cc1	20.7
CCOC(=O)N1CCC(NC(=O)c2cc(S(=O)(=O)N3CCC4(CC3)OCCO4)ccc2F)CC1	8.3
COc1ccc(/C=N/NC(=O)c2cccc(O)c2)cc1Cn1nc(C)c([N+](=O)[O-])c1C	-35.6
CC1(NC(=O)Nc2cccc(Br)c2)CCS(=O)(=O)C1 (stereo unspecified)	1.0
CCCNC(=O)N1CC2(CCN(C(=O)C3CCOCC3)CC2)c2c([nH]c3cc(OC)ccc23)[C@H]1CO	9.5[25 µM]
C/C=C/c1ccc(C2[C@@H]3CN(S(=O)(=O)c4cn(C)cn4)C[C@H]2N3)cc1 (stereo partly specified)	8.5&-5.1[25 µM]
COc1ccc(C(C)=NNc2ccc([N+](=O)[O-])cc2S(=O)(=O)Nc2ccccc2C(=O)O)c(OC)c1	4.4
c1csc(-c2cc(N3CCCCC3)c3ccccc3n2)c1	14.4
CNC(=O)C[C@@H]1CC[C@@H]2[C@@H](COc3ccc(NC(=O)c4ccccc4F)cc3C(=O)N2C)O1	-18.0[25 µM]
CC(=O)c1cc2c(cc1NC(=O)Cc1ccsc1)OCO2	-9.7

# Screening data: PubChem BioAssay, Broad Institute

# Only part of the results is shown; count on the stated rates, not on these rows.
